H37Rv inhibition: M. tuberculosis growth inhibition, HTS (AID 449762); M. tuberculosis H37Rv growth inhibition, 7H9 media; higher % means a stronger effect; one-dose inhibition, % at 25 µM; IC50 in µM for titrated hits; actives 0.59% (n = 330,000); in the data active = a potency from the dose series; inconclusive = inhibition above about 70% without an active follow-up result;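 note: bacterial growth assessed after seven days of incubation; strong numbers were not always called active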
tuberculosis growth: growth inhibition of non-replicating M. tuberculosis (AID 488890) | Mycobacterium tuberculosis non-replicating, growth inhibition; higher % means a stronger effect | one-dose inhibition, % at 25 µM; IC50 in µM for titrated hits | actives 0.39% (n = 320,000); in the data active = a potency from the dose series; inconclusive = inhibition mostly from about 82% at the one dose, without a potency; inactive = the rest, 99 in 100 with inhibition below about 76%;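 note: plate controls were DMSO cells for no effect and high antibiotic wells for full effect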
PhoP GFP inhibition: PhoP regulon inhibitors, Salmonella typhi PhoP promoter GFP reporter, confirmatory (AID 1850) | Salmonella Typhi PhoP-promoter GFP reporter, fluorescence, 4 h; higher % means a stronger effect | inhibition, % at 50 µM, or IC50 in µM where a hit was titrated | actives 0.33% (n = 310,000); in the data active = a potency from the dose series; inconclusive = inhibition mostly from about 25% at the one dose, without a potency; inactive = the rest, 99 in 100 with inhibition below about 19%;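 note: 0% = induced wells with vehicle and 100% = uninduced wells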
H1N1 NS1A inhibition: H1N1 influenza NS1A inhibitors, functional cell based assay (AID 504329) | NS1A functional cell-based assay, percent inhibition; higher % means a stronger effect | inhibition, % at 12.5 µM; hits with a dose series show IC50 in µM | actives 0.3% (n = 340,000); in the data active = a potency from the dose series; inconclusive = inhibition above about 27% without an active follow-up result; note: strong numbers were not always called active
VEEV TC-83 Vero: inhibitors of VEEV TC-83 cytopathic effect, confirmation, Vero cells (AID 588727). Vero cells, VEEV TC-83 cytopathic effect inhibition; higher % means a stronger effect. inhibition, % at 20 µM, or IC50 in µM where a hit was titrated. actives 0.13% (n = 350,000); in the data active = a potency from the dose series; inconclusive = inhibition mostly from about 14% at the one dose, without a potency; inactive = the rest, 99 in 100 with inhibition below about 12%; note: strong numbers were not always called active
VEEV TC-83 Vero 10K pilot screen: second read-out of VEEV TC-83 Vero, no call of its own (marks repeat the call); inhibition, %; measured here: 10K pilot screen inhibition
Starred values were filed as active, the others as inactive.

`COc1ccc(OC)c(Nc2nc(-c3sc(NC(=O)c4ccccc4)nc3C)cs2)c1` gave H37Rv inhibition inconclusive, tuberculosis growth 13% and PhoP GFP inhibition -10%.
For O=C(NCc1ccccn1)c1coc(=O)c(Br)c1 the results were H37Rv inhibition -6%, tuberculosis growth 2%, PhoP GFP inhibition -5%, H1N1 NS1A inhibition 4% and VEEV TC-83 Vero 0.4%.
For COC(=O)Nc1ccc(S(=O)(=O)N2CCCC(C(=O)NC3CCCCC3)C2)cc1 (stereo unspecified) the results were H37Rv inhibition -1%, tuberculosis growth 3%, PhoP GFP inhibition -5%, H1N1 NS1A inhibition 10% and VEEV TC-83 Vero 1.4%.
For Cc1ccccc1OC(=O)n1c(=S)oc2cc(Cl)ccc21 the results were H37Rv inhibition 11%, tuberculosis growth 77%, PhoP GFP inhibition -6%, H1N1 NS1A inhibition 1% and VEEV TC-83 Vero 0.1%.
CCCCOc1cccc(OCC(=O)Nc2nc3ccccc3[nH]2)c1 was read as H37Rv inhibition inconclusive, tuberculosis growth inconclusive, PhoP GFP inhibition -3%, H1N1 NS1A inhibition 0% and VEEV TC-83 Vero 10%.
CCCc1cc(=O)n2[nH]c(-c3ccc(Br)cc3)cc2n1 was read as H37Rv inhibition 15%, tuberculosis growth 35%, PhoP GFP inhibition -12%, H1N1 NS1A inhibition 6% and VEEV TC-83 Vero 7.0%.
CN(Cc1ccccc1)C(=O)CN1C(=O)COc2ccc(S(=O)(=O)N3CCCC3)cc21 was read as H37Rv inhibition 6%, tuberculosis growth 13%, PhoP GFP inhibition -64%, H1N1 NS1A inhibition 4% and VEEV TC-83 Vero inactive.
For COc1cccc(-c2cn(C[C@H]3CC[C@@H]([C@@H]4CC[C@H](Cn5cc(-c6cccc(OC)c6)nn5)O4)O3)nn2)c1 the results were H37Rv inhibition 1%, tuberculosis growth 14%, PhoP GFP inhibition 8%, H1N1 NS1A inhibition 1%, VEEV TC-83 Vero 0.2% and VEEV TC-83 Vero 10K pilot screen 3.9.
Screening C=C(C)C(=O)Nc1cccc(C2=NOC3(C2)C[C@H](C(N)=O)N(C(=O)COc2ccc(Cl)cc2)C3)c1 (stereo partly specified) returned H37Rv inhibition -6%, tuberculosis growth 8%, PhoP GFP inhibition -4%, H1N1 NS1A inhibition 11% and VEEV TC-83 Vero 0.4%.
Screening Cc1cc(O)c2c(C)c(CC(=O)N3C[C@H]4C[C@@H](C3)c3cccc(=O)n3C4)c(=O)oc2c1 returned H37Rv inhibition -2%, tuberculosis growth 8%, PhoP GFP inhibition 21%, H1N1 NS1A inhibition -4% and VEEV TC-83 Vero 2.3%.
For Cc1cccc(Cn2c(C(C)O)nc3ccccc32)c1 (stereo unspecified) the results were H37Rv inhibition -6%, tuberculosis growth 17%, PhoP GFP inhibition -12%, H1N1 NS1A inhibition 2% and VEEV TC-83 Vero 1.0%.
Screening CCC(=O)N1CCc2cc(S(=O)(=O)NCCC(=O)N3CCN(Cc4ccccc4)CC3)ccc21 returned H37Rv inhibition -2%, tuberculosis growth -9%, PhoP GFP inhibition -8%, H1N1 NS1A inhibition -4% and VEEV TC-83 Vero 0.0%.
Screening C(=C\c1ccc2ccccc2n1)/c1ccccc1 returned H37Rv inhibition -8%, tuberculosis growth 2%, PhoP GFP inhibition 3%, H1N1 NS1A inhibition -18% and VEEV TC-83 Vero 0.5%.
For Cc1noc(/C=C/N(C)C)c1S(=O)(=O)N1CCN(c2ccccc2)CC1 the results were H37Rv inhibition -2%, tuberculosis growth 25%, PhoP GFP inhibition -1%, H1N1 NS1A inhibition 6% and VEEV TC-83 Vero 1.6%.
`Cc1ccccc1N=C1NC(=O)/C(=C/c2cccn2C)S1` gave H37Rv inhibition 2%, tuberculosis growth 29%, PhoP GFP inhibition -11%, H1N1 NS1A inhibition -3% and VEEV TC-83 Vero 10%.
`CCCN1C2=NCCN2c2cc(C)c(C)cc21` gave H37Rv inhibition -2%, tuberculosis growth -2%, PhoP GFP inhibition 13%, H1N1 NS1A inhibition -5% and VEEV TC-83 Vero 1.3%.
For CCCCn1c(N)c(N(CCC(C)C)C(=O)COC(=O)c2ccc3ccccc3c2)c(=O)[nH]c1=O the results were H1N1 NS1A inhibition 11% and VEEV TC-83 Vero 1.8%.
`Brc1ccc(OCc2nnc(SCC3CCCCC3)o2)cc1` gave H37Rv inhibition 5%, tuberculosis growth 63%, PhoP GFP inhibition -1%, H1N1 NS1A inhibition 0% and VEEV TC-83 Vero inactive.
`Cc1sccc1/C=N/NC(=O)c1cccc2ccccc12` gave H37Rv inhibition -3%, tuberculosis growth -22%, PhoP GFP inhibition -5%, H1N1 NS1A inhibition 6% and VEEV TC-83 Vero 1.4%.
For Cc1ccc(NC(=S)NNC(=O)c2c([N+](=O)[O-])c(C)nn2C)cc1 the results were H37Rv inhibition -4%, tuberculosis growth -13%, PhoP GFP inhibition 6%, H1N1 NS1A inhibition -2%, VEEV TC-83 Vero 5.5% and VEEV TC-83 Vero 10K pilot screen 1.2.
`Cc1ccc(OCCCC(=O)N(C)CC(=O)Nc2ccccc2Cl)cc1` gave H37Rv inhibition 0%, tuberculosis growth 7%, PhoP GFP inhibition -1%, H1N1 NS1A inhibition -3% and VEEV TC-83 Vero 2.9%.
`Cc1ccc(S(=O)(=O)N2CC(O)CC2C(=O)O)cc1` (stereo unspecified) gave H37Rv inhibition -7%, tuberculosis growth -16%, PhoP GFP inhibition -15%, H1N1 NS1A inhibition -23% and VEEV TC-83 Vero inactive.
CCCCn1c(=O)[nH]c(=O)c2c1nc(-c1ccc(-c3ccccc3Br)o1)n2CC was read as H37Rv inhibition 7%, tuberculosis growth 34%, PhoP GFP inhibition -7%, H1N1 NS1A inhibition 2% and VEEV TC-83 Vero 2.8%.
Screening COc1ccc(CCC(=O)NNC(=O)Nc2cccc(Cl)c2)cc1 returned H37Rv inhibition -3%, tuberculosis growth -17%, PhoP GFP inhibition -3%, H1N1 NS1A inhibition -5% and VEEV TC-83 Vero 7.9%.
`Cc1nc(NCc2ccco2)c2c3c(sc2n1)CCC3` gave H37Rv inhibition 5%, tuberculosis growth 21%, PhoP GFP inhibition -16%, H1N1 NS1A inhibition 2% and VEEV TC-83 Vero 3.5%.
`Cc1cccc(-n2ncc3c(=O)[nH]c(SCC(=O)N4CC(=O)Nc5ccccc54)nc32)c1` gave H37Rv inhibition 1%, tuberculosis growth -7%, H1N1 NS1A inhibition -6% and VEEV TC-83 Vero 5.3%.
Screening COc1ccc(S(=O)(=O)Cc2ccc(C(=O)N3CCC4(CC3)OCCO4)o2)cc1 returned H37Rv inhibition 9%, tuberculosis growth 6%, PhoP GFP inhibition -17%, H1N1 NS1A inhibition -5% and VEEV TC-83 Vero 1.6%.
For O=C(Nc1cc(=O)c2ccccc2o1)N1CCOCC1 the results were H37Rv inhibition -24%, tuberculosis growth 5%, PhoP GFP inhibition -8%, H1N1 NS1A inhibition 2% and VEEV TC-83 Vero inactive.
Cc1cccc(N2CCN(C(=O)c3csc4ccccc34)CC2C)c1 (stereo unspecified) was read as H37Rv inhibition 16%, tuberculosis growth 26%, PhoP GFP inhibition -6%, H1N1 NS1A inhibition 3% and VEEV TC-83 Vero 5.0%.
COc1ccc(OCc2cc(C(=O)N(C)C3CCOCC3)no2)c2ccccc12 was read as H37Rv inhibition 4%, tuberculosis growth 13%, PhoP GFP inhibition 5%, H1N1 NS1A inhibition 7% and VEEV TC-83 Vero 6.0%.
O=C(OCc1ccccc1)N1CCC2CC1c1cc(-c3ccc(F)cc3)ccc12 (stereo unspecified) was read as H1N1 NS1A inhibition -15% and VEEV TC-83 Vero 2.8%.
`Cc1ccc(OCCC(=O)Nc2ccc3c(c2)OCCCO3)cc1` gave H37Rv inhibition -8%, tuberculosis growth 59%, H1N1 NS1A inhibition -8% and VEEV TC-83 Vero inactive.
Screening CC/C(O)=C(/C#N)c1nnc2n1CCCCC2 returned H37Rv inhibition -8%, tuberculosis growth 4%, PhoP GFP inhibition -11%, H1N1 NS1A inhibition 8% and VEEV TC-83 Vero 1.6%.
CCOC(=O)C1=NNC2(c3ccccc3)C(=O)N(c3cccc(Br)c3)C(=O)C12 (stereo unspecified) was read as H37Rv inhibition -10%, tuberculosis growth -22%, PhoP GFP inhibition -5%, H1N1 NS1A inhibition -2% and VEEV TC-83 Vero 2.4%.
For CC(C)(C)NC(=O)CCN(/N=C/c1ccccc1O)C1=NS(=O)(=O)c2ccccc21 the results were H37Rv inhibition 5%, tuberculosis growth 1%, PhoP GFP inhibition -7%, H1N1 NS1A inhibition 4% and VEEV TC-83 Vero 0.7%.
NS(=O)(=O)c1ccc(NC(=O)c2cc(=O)c3ccccc3o2)cc1 was read as H37Rv inhibition 2%, tuberculosis growth -2%, PhoP GFP inhibition -12%, H1N1 NS1A inhibition 2% and VEEV TC-83 Vero inactive.
For CC(C)(C)NS(=O)(=O)c1ccc(NC(=S)NC(=O)C2CCC2)cc1 the results were H37Rv inhibition 3%, tuberculosis growth 22%, PhoP GFP inhibition 5%, H1N1 NS1A inhibition -4% and VEEV TC-83 Vero 10%.
COc1ccc2cc(C)c3nnc(SCc4cccnc4)n3c2c1 was read as H37Rv inhibition -1%, tuberculosis growth -2%, PhoP GFP inhibition -3%, H1N1 NS1A inhibition 3% and VEEV TC-83 Vero 0.5%.
Screening CCOC(=O)C1(Cc2ccccc2C)CCCN(C(=O)CCC(=O)OC)C1 (stereo unspecified) returned H37Rv inhibition 4%, tuberculosis growth -5%, PhoP GFP inhibition 11%, H1N1 NS1A inhibition -24% and VEEV TC-83 Vero inactive.
O=C(/C=C/c1ccc(Cl)cc1Cl)NCCSc1ccccc1 was read as H37Rv inhibition 6%, tuberculosis growth 55%, PhoP GFP inhibition -3%, H1N1 NS1A inhibition -8% and VEEV TC-83 Vero 2.2%.
COc1ccc(NS(=O)(=O)c2cn(C)nc2C)cc1 was read as H37Rv inhibition 4%, tuberculosis growth 3%, PhoP GFP inhibition 5%, H1N1 NS1A inhibition 11% and VEEV TC-83 Vero 0.7%.
Screening CCCC1=Nc2cc(C(=O)NCc3ccco3)ccc2Sc2ccccc21 returned H37Rv inhibition 3%, tuberculosis growth 25%, PhoP GFP inhibition -5%, H1N1 NS1A inhibition 18% and VEEV TC-83 Vero 7.2%.
`COc1ccccc1N1CCN(C(=O)c2cc(-c3ccc(Cl)cc3)on2)CC1` gave H37Rv inhibition -1%, tuberculosis growth 22%, PhoP GFP inhibition -4%, H1N1 NS1A inhibition 4% and VEEV TC-83 Vero 0.8%.
For COc1ccc(NC(=O)c2cc3c(=O)n(C)c4ccccc4c3n2C)cc1OC the results were H37Rv inhibition -10%, tuberculosis growth -27%, PhoP GFP inhibition 9%, H1N1 NS1A inhibition 8% and VEEV TC-83 Vero 10%.
For N#C/C(=C\c1cccc([N+](=O)[O-])c1)C(=O)NCc1ccc(Cl)cc1 the results were H1N1 NS1A inhibition 8% and VEEV TC-83 Vero 9.7%.
Screening CC1CCN(S(=O)(=O)c2ccc(F)c(C(=O)O)c2)CC1 returned H37Rv inhibition 3%, tuberculosis growth -5%, PhoP GFP inhibition 2%, H1N1 NS1A inhibition -7% and VEEV TC-83 Vero 0.2%.

Arranged by molar mass (descending): part of the list above
`COc1ccccc1N1CCN(C(=O)c2cc(-c3ccc(Cl)cc3)on2)CC1` gave H37Rv inhibition -1%, tuberculosis growth 22%, PhoP GFP inhibition -4%, H1N1 NS1A inhibition 4% and VEEV TC-83 Vero 0.8%.
O=C(/C=C/c1ccc(Cl)cc1Cl)NCCSc1ccccc1 was read as H37Rv inhibition 6%, tuberculosis growth 55%, PhoP GFP inhibition -3%, H1N1 NS1A inhibition -8% and VEEV TC-83 Vero 2.2%.
Screening CC1CCN(S(=O)(=O)c2ccc(F)c(C(=O)O)c2)CC1 returned H37Rv inhibition 3%, tuberculosis growth -5%, PhoP GFP inhibition 2%, H1N1 NS1A inhibition -7% and VEEV TC-83 Vero 0.2%.
COc1ccc(NS(=O)(=O)c2cn(C)nc2C)cc1 was read as H37Rv inhibition 4%, tuberculosis growth 3%, PhoP GFP inhibition 5%, H1N1 NS1A inhibition 11% and VEEV TC-83 Vero 0.7%.

Screening results (PubChem BioAssay)
